High-throughput results as filed in PubChem.
GLP1R inv ag = qHTS of GLP-1 Receptor Inverse Agonists (Inhibition Mode). AID 624417, 2012. Potency, µM (doses to about 38.3 µM), inactives show at the highest dose activity change, negative = inhibition, usual class: inhibitors. actives 1.6% (n = 410,000). Glucagon-like peptide 1 receptor (Homo sapiens), P43220. HEK293 GLP-1R CRE-luciferase, luminescence, 24 h; GLP-1R form is constitutively active; note: potency is the fitted concentration of half-maximal effect; % is set by controls: 0 for no effect and ±100 for the full control effect; nearly all actives have a fitted effect of over 55% in size
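Luminescence readout: a drop in cAMP-driven luciferase signal flags inverse agonism at a constitutively active GLP-1R stably expressed in HEK293. Compound exposure lasted 24 hr at 37 deg C, 5% CO2.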
GLP1R ag = qHTS of GLP-1 Receptor Agonists; HEK293 GLP-1R CRE-luciferase, luminescence, 4-6 h; cells express a hypersensitive GLP-1R form; Potency, µM (doses to about 45.6 µM), for the others: at the highest dose activation, usual class: activators; actives 0.007% (n = 380,000); note: potency is the fitted concentration of half-maximal effect; % of control where 0% means no effect
aSyn yeast inh = qHTS of alpha-syn Inhibitors. Yeast expressing alpha-synuclein, growth rescue, BacTiter-Glo, 24 h. Potency, µM (top dose mostly 46.1 µM), inactives show at the top dose growth rescue (activation), actives largely listed as activators. actives 0.14% (n = 370,000). AID 652106, 2013; note: potency is the fitted concentration of half-maximal effect; % of control where 0% means no effect; nearly all actives have a fitted effect of over 65% in size
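Screening used galactose-induced yeast with toxic alpha-synuclein levels, exposed to compound for 24 hr at 30 deg C. Cell growth, read with BacTiter-Glo luminescence, gave the measured signal.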
TDP-43 yeast inh = qHTS of TDP-43 Inhibitors | TDP-43 expressing yeast growth rescue, BacTiter-Glo, 24 h | Potency, µM (doses to about 46.1 µM), inactives show at the top dose growth rescue (activation), actives largely listed as activators | actives 1.8% (n = 410,000) | AID 652104, 2013; note: potency is the fitted concentration of half-maximal effect; % of control where 0% means no effect; nearly all actives have a fitted effect of over 50% in size
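Yeast cells expressing TDP-43 under galactose induction are exposed to compounds for 24 hr at 30 deg C. BacTiter-Glo luminescence measures growth, so protective compounds score as activators.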
DRD3 antagonist = qHTS of D3 Dopamine Receptor Antagonist: qHTS. max response, negative = inhibition, %. actives 2.5% (n = 360,000). D3R cells, DiscoveRx beta-arrestin luminescence, antagonist mode; active compounds read low; in the data active = max response below about -50%; inconclusive = no clear call, values can overlap the other calls; note: % is set by controls: 0 for no effect and ±100 for the full control effect; mostly tested at two doses, the higher about 12 µM
Target sequence (P35462 whole entry, looked up): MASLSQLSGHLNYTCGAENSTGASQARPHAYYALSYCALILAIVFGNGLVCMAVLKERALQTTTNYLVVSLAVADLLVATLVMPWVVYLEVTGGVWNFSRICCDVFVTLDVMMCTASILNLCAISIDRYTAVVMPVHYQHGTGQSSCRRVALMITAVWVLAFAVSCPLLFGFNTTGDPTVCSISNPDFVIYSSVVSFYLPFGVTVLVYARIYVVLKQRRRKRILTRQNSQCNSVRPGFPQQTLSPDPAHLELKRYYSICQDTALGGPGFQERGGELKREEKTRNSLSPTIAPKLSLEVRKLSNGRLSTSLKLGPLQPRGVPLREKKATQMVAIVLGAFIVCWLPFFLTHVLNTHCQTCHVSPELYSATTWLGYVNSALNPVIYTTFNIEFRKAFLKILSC
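Cells plated overnight at 1500 cells/well, then exposed to library compounds with dopamine controls for 90 minutes at 37 degrees C. DiscoveRx reagent added for 30–60 minutes at room temperature; luminescence read, quantitative HTS format.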
pAkt inh = HTS Assay for Inhibitors of Akt Phophorylation: Primary Screen. Neuro2A IGF-stimulated pAkt S473 HTRF, 20 min; active compounds read low. activity change, % for hits at 50 µM. actives 0.32% (n = 360,000). AID 651550, 2012; in the data active = activity change below about -80%; inconclusive = mostly about -51% to -80%; note: % is set by controls: 0 for no effect and ±100 for the full control effect
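Neuro2A cells (4,500/well, DMEM with 0.5% FBS) were treated with compound at a single 50 µM final concentration, stimulated with 6 nM IGF for 20 min at 37 °C, and lysed. Phospho-Akt Ser473 was read by HTRF as 665/615 ratio ×10^4.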
PTHR1 ag = qHTS for PTHR1 Agonists: Primary Screen | Parathyroid hormone/parathyroid hormone-related peptide receptor (Homo sapiens), Q03431 | HEK293 GP2 PTHR1 cells, GloSensor cAMP luminescence, 1 h | Potency, µM (doses to about 115 µM), without a hit: at the top dose activation, actives largely listed as activators | actives 0.075% (n = 410,000) | AID 743266, 2014; note: potency is the fitted concentration of half-maximal effect; nearly all actives have a fitted effect of over 55% in size; some results filed as inactive show a strong effect at the top dose; inactives centre near -15; many of its hits are not listed in these tables
Target sequence (Q03431 whole entry, looked up): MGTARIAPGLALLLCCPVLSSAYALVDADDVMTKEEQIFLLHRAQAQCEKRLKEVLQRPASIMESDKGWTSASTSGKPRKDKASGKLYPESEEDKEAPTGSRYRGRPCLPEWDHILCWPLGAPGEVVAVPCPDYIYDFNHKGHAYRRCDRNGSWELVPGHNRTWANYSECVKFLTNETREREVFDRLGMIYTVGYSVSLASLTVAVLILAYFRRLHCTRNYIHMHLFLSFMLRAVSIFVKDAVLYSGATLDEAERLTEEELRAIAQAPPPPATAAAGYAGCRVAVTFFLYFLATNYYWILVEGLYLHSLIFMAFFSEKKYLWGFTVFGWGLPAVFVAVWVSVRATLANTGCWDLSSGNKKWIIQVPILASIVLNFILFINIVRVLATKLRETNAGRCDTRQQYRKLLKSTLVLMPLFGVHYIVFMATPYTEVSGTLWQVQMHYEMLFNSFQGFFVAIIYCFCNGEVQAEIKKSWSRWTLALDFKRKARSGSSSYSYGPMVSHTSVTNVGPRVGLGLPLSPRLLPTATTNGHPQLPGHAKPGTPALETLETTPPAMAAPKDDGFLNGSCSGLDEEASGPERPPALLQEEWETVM
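HEK-293-derived GP2 cells expressing PTHR1 and a GloSensor cAMP reporter, 3,000/well, plated overnight, given luciferin plus IBMX (each 0.5 mM as added) for 1 h at 37 °C, then compound for 1 h at 37 °C. Luminescence was read after 15 min at room temperature.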
FUS suppressor = qHTS for Suppressors of FUS Proteinopathy: Primary screen using FUS-linked yeast assay. Potency, µM (top dose mostly 76.6 µM), without a hit: top-dose growth rescue (activation), most hits filed as activators. AID 1347120, 2019. actives 0.24% (n = 390,000). S. cerevisiae FUS-expressing, growth rescue, OD600, 24 h;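 note: potency is the fitted concentration of half-maximal effect; plate controls were DMSO vehicle for no effect and reference control for full effect; nearly all actives have a fitted effect of over 55% in size; some results filed as inactive show a strong effect at the top dose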
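Yeast expressing FUS under galactose induction, OD 0.005 in 2% galactose medium; compounds in a dilution series, 24 h at 30C. Growth rescue by absorbance at 600 nm; CP55940 positive control, DMSO negative.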
Abeta yeast res = qHTS for compounds that reverse cellular toxicity of Amyloid beta (A-beta) peptide in yeast: Primary Screen; actives 0.063% (n = 410,000); Potency, µM (titrated, usually from 46.1 µM), for the others: at the highest dose growth rescue, actives largely listed as activators; yeast expressing A-beta42, growth rescue, OD600, 48 h; response scale: 0% DMSO, 100% iron-clioquinol control; AID 1347071, 2019; note: potency is the fitted concentration of half-maximal effect; nearly all actives have a fitted effect of over 55% in size
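Yeast growth medium received pinned compounds, then yeast cells expressing toxic A-beta were added; plates incubated at 30 C for 48 hr. Growth read as absorbance at 600 nm, normalized to DMSO and equimolar FeCl3 plus clioquinol controls.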
* = called active by the depositor; i = inactive; ? = inconclusive; / = not tested or not shown; [ ] = dose if it differs, or a comment. Unless noted, calls come from the whole dose curve; as a rule, active = well fitted curve in the direction sought with a large enough effect; inconclusive = small, poorly fitted or top-dose-only effect, or another doubt; inactive = no such curve, though single readings can be large; an effect the other way counts as inactive or inconclusive. Only part of the results is shown; count on the stated rates, not on these rows.

SMILES | TDP-43 yeast inh | Abeta yeast res | GLP1R inv ag | GLP1R ag | PTHR1 ag | pAkt inh | FUS suppressor | aSyn yeast inh | DRD3 antagonist
COc1ccc(C(=O)NCC(c2ccc3c(c2)OCO3)N2CCN(c3ccccc3F)CC2)cc1 (configuration not stated) | -2% | 17% | ? | / | -15% | / | 15% | / | /
CC(=O)Oc1ccc2c(=O)c(/C=N/c3cc(=O)[nH]c(=S)[nH]3)coc2c1 | 7% | -14% | 18% | -2% | 10% | i | 13% | -2% | ?
CCOC(=O)C1=CN(C(C)C)CCC1=O | 4% | -10% | 16% | 3% | -10% | i | -21% | -2% | 2
CC(C)CN(CCCNC(=O)c1cn(C)c2ccc(S(=O)(=O)N(C)C3CCCCC3)cc2c1=O)CC(C)C | 14% | -16% | -2% | / | i | / | 2% | / | /
Cc1ncc(CO)c2cc(S(=O)(=O)c3ccc(F)cc3)c(=O)oc12 | 19% | 10% | -11% | 9% | -49%[inhibitor] | i | -13% | -2% | 22
CCOc1nc(Nc2ccc(OC)c(Cl)c2)nc(OCC)n1 | 14µM* | 12% | ? | 11% | -39%[inhibitor] | i | 18% | 2% | 24
Oc1ccc(Br)cc1CNn1cnnc1 | -20% | -9% | 1% | 5% | i | i | 3% | -3% | -30
Cc1ccc(S(=O)(=O)Cc2ccc(C(=O)N3CCN(c4ccc(F)cc4)CC3)o2)cc1 | 22% | 6% | ? | -6% | -94%[inhibitor] | i | 16% | 0% | 12
O=C(c1cccc([N+](=O)[O-])c1)N1CCN(c2ccccn2)CC1 | 6% | -11% | 17% | -7% | -13% | i | / | 9% | 3
CN(C)Cc1csc(NC(=O)Nc2cccc(C(F)(F)F)c2)n1 | ? | -11% | ? | -3% | -2% | i | -8% | -9% | -10
Cc1ccccc1NC(=O)CSc1nc2c(oc3ccccc32)c(=O)n1-c1ccccc1F | 2% | -5% | 4% | / | ? | / | 22% | / | /
O=C(NCc1ccccc1Cl)c1ccc2nc[nH]c2c1 | -2% | 12% | -8% | 3% | -8% | i | / | 5% | 2
C[C@H](CO)N1C[C@H](C)[C@H](CN(C)Cc2ccncc2)Oc2ncc(C#CC3CC3)cc2C1=O | -5% | 7% | 2% | 5% | -8% | i | -14% | 1% | -56*
CC(C)n1nnnc1SCC(=O)Nc1ccccc1N1CCOCC1 | 27% | 0% | 3% | 0% | i | i | 9% | 2% | -7
COC(=O)NCc1cccc(CNC(=O)OC)c1 | -8% | 6% | -9% | 12% | -18%[57.5 µM] | / | -13% | 3% | -10
O=c1[nH]n2c(=O)c3c([nH]c2c1N=Nc1ccccc1)CCC3 | 10% | -20% | 12% | -18% | i | i | 15% | -5% | -13
O=C(CSc1ccc(Br)cc1)N1CCN(S(=O)(=O)c2ccccc2)CC1 | ? | 22% | ? | -2% | -28% | i | 34% | 2% | -5
Cc1cc2c(cc1S(=O)(=O)N1CCN(c3cccc(C(F)(F)F)c3)CC1)OCC(=O)N2 | 3% | 14% | -18% | 4% | -7% | i | -8% | -2% | -11
CC(=O)Nc1ccc(C(=O)OCCc2ccccc2)cc1 | 13% | -31%[inhibitor] | 0% | 18% | -10% | i | 12% | -41%[inhibitor] | -20
CC(C)COc1cc(=O)[nH]c(SCC(C)C)n1 | ? | -6% | ? | 31% | -16%[57.5 µM] | i | 27% | 4% | 9
CCOC(=O)c1c(-c2ccccc2)oc2ccc(NS(=O)(=O)c3ccc(C(C)C)cc3)cc12 | ? | 9% | ? | / | -12% | / | 29% | / | /
CN1CCN(C(=O)c2ccc3c(c2)N(C)C(=O)/C(=C/c2cccc(Cl)c2)S3)CC1 | -6% | / | ? | 12% | i | i | 12% | 0% | -17
COC(=O)c1ccc(NC(=O)CCN2C(=O)C3CC=CCC3C2=O)cc1 (configuration not stated) | -16% | -12% | -3% | -1% | 21% | i | 3% | 2%[1.84 µM] | -12
Cc1ccc(Cc2c(C)[nH]c(=S)[nH]c2=O)cc1 | 1% | -2% | 7% | -1% | -7% | i | 0% | -7% | -22
Cn1c(SCC(=O)Nc2cccnc2)nnc1-c1ccccc1F | ? | -10% | 6% | 0% | -9% | i | 2% | -1% | 4
CCC(C)NC(=O)c1ccc(CN2CCc3ccccc3C2)cc1 (configuration not stated) | 11% | -12% | 22% | 4% | i | i | -30% | -2% | -66*
COc1ccccc1NC(=O)COC(=O)c1ccc(N2CCCC2=O)cc1 | 11% | -7% | -3% | -9% | -19% | i | 21% | -6%[1.84 µM] | -12
CCOc1cc(/C=N/NC(=O)C(OC)c2ccccc2)ccc1O (configuration not stated) | 12% | -9% | 34%[activator] | 8% | ? | i | -13% | -12% | 3
Cc1cccc(NC(=O)CSc2nncn2N)c1C | 21% | 0% | -5% | 14% | i | i | -14% | 0% | -19
O=C(NNC(=O)c1cc2ccccc2o1)c1ccncc1 | 0% | -2% | 3% | 2% | i | i | -2% | 0% | 2
COc1ccc(NS(=O)(=O)c2cc(NC(=O)CCc3ccc(OC)c(OC)c3)ccc2N2CCOCC2)cc1 | 17% | 0% | 9% | 9% | i | i | ? | 3% | -16
Cc1ccc([N+](=O)[O-])cc1S(=O)(=O)Nc1ccc(N2CCOCC2)cc1 | -1% | 3% | 8% | 1% | -21% | i | -4% | 0% | -1
COc1ccc(C2/C=C\CN(C(=O)C3CCCCC3)CC(=O)N2Cc2ccc(F)cc2)cc1 (configuration not stated) | ? | 1% | -2% | -1% | i | i | 23% | 0% | 2
Cc1cc(CNC(=O)CCc2nnc(CCCc3ccccc3)o2)nn1C | 7% | -10% | 1% | 5% | -17% | i | 2% | 2% | 24
O=C(/C=C/c1ccco1)NCC(=O)N/N=C/c1ccc([N+](=O)[O-])cc1 | -4% | -11% | -5% | -2% | i | i | 26% | 12% | -4
Cc1c(C(=O)OC2CCCCC2)[nH]c2c1C(=O)CC(c1ccc(F)cc1)C2 (configuration not stated) | 28% | -6% | -3% | / | i | / | -16% | / | /
COc1cc(/C=C/C(=O)O)cc(S(=O)(=O)Nc2ccc3cn[nH]c3c2)c1OC | -17% | -22% | 4% | -30% | i | i | / | 4% | -18
CCOC(=O)C1=C(CS(=O)(=O)c2ccc(F)c(C)c2)NC(=O)NC1c1ccccc1OC (configuration not stated) | 1% | 1% | -25% | 0% | -24% | / | 12% | / | /
CCc1cccc(NS(=O)(=O)c2ccc3c(c2)NC(=O)C(C)S3)c1 (configuration not stated) | 4% | 21% | 11µM* | 11% | -28% | i | 14% | -5% | 3
COc1ccc(C(=O)COC(=O)CCCN=C2NS(=O)(=O)c3ccccc32)c(OC)c1 | 12% | 17% | 21% | 8% | i | i | -4% | -3% | 0

An excerpt of these results, with two lines to a compound.
Fields: TDP-43 yeast inh	Abeta yeast res	GLP1R inv ag	GLP1R ag	PTHR1 ag	pAkt inh	FUS suppressor	aSyn yeast inh	DRD3 antagonist
Cc1cc(CNC(=O)CCc2nnc(CCCc3ccccc3)o2)nn1C
→ 7%	-10%	1%	5%	-17%	i	2%	2%	24
COc1cc(/C=C/C(=O)O)cc(S(=O)(=O)Nc2ccc3cn[nH]c3c2)c1OC
→ -17%	-22%	4%	-30%	i	i	/	4%	-18
Cc1cccc(NC(=O)CSc2nncn2N)c1C
→ 21%	0%	-5%	14%	i	i	-14%	0%	-19
CN1CCN(C(=O)c2ccc3c(c2)N(C)C(=O)/C(=C/c2cccc(Cl)c2)S3)CC1
→ -6%	/	?	12%	i	i	12%	0%	-17
COC(=O)c1ccc(NC(=O)CCN2C(=O)C3CC=CCC3C2=O)cc1 (configuration not stated)
→ -16%	-12%	-3%	-1%	21%	i	3%	2%[1.84 µM]	-12
Cc1ccc(Cc2c(C)[nH]c(=S)[nH]c2=O)cc1
→ 1%	-2%	7%	-1%	-7%	i	0%	-7%	-22

Fetched by structure from above:
SMILES | TDP-43 yeast inh | Abeta yeast res | GLP1R inv ag | GLP1R ag | PTHR1 ag | pAkt inh | FUS suppressor | aSyn yeast inh | DRD3 antagonist
CC(=O)Oc1ccc2c(=O)c(/C=N/c3cc(=O)[nH]c(=S)[nH]3)coc2c1 | 7% | -14% | 18% | -2% | 10% | i | 13% | -2% | ?
CCOc1cc(/C=N/NC(=O)C(OC)c2ccccc2)ccc1O (configuration not stated) | 12% | -9% | 34%[activator] | 8% | ? | i | -13% | -12% | 3

Further structures.
SMILES | TDP-43 yeast inh | Abeta yeast res | GLP1R inv ag | GLP1R ag | PTHR1 ag | pAkt inh | FUS suppressor | aSyn yeast inh | DRD3 antagonist
CCOCCCNS(=O)(=O)c1ccc(-n2cnnn2)c(OC)c1 | -10% | -16% | 0% | 4% | -7% | i | 10% | -4% | 14
Cc1noc(C)c1COc1ccc(C(=O)OC(C)C(=O)Nc2ccc(N3CCOCC3)cc2)cc1 (configuration not stated) | 6% | 13% | 20% | 19% | -15% | i | 43% | 4% | 10
Cc1coc2c1C(=O)C(=O)c1c-2ccc2c(C)cccc12 | ? | -22% | -6% | -2% | -9% | i | 1% | -23% | -20
O=C(CSc1nc(NS(=O)(=O)c2ccccc2)cc(=O)[nH]1)Nc1cccc(C(F)(F)F)c1 | 0% | -22% | -1% | -3% | i | i | 1% | 0% | -11
Cc1nc(C)n(C(C)CNS(=O)(=O)c2ccc(Cl)cc2)n1 (configuration not stated) | -12% | -4% | -1% | 0% | i | i | 6% | 1% | 0
CCCN1CCN(C(=O)CCNC(=O)Cn2cnc3ccccc3c2=O)CC1 | -19% | -2% | 5% | 6% | i | i | 21% | -5% | -18
